N370S GC mod = inhibits or activates N370S mutant glucocerebrosidase. P04062. N370S GC spleen homogenate, 4MU-glucoside fluorescence. Potency, µM (series often up to 59.4 µM), for the others: at the highest dose activity change, negative = inhibition, most hits filed as inhibitors. hit rate 0.092% among 330,000. AID 2101;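 also: 0% = full enzyme activity and -100% = no enzyme basal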
FEN1 inhibitor = inhibitors of human flap endonuclease 1; Recombinant FEN1 flap cleavage, fluorescence, 15 min; Potency, µM (series often up to 114 µM), for inactives: at the top dose activity change, negative = inhibition, most hits filed as inhibitors; hit rate 0.35% among 390,000; also: nearly all actives have a fitted effect of over 65% in size
Target sequence (P39748 whole entry, looked up): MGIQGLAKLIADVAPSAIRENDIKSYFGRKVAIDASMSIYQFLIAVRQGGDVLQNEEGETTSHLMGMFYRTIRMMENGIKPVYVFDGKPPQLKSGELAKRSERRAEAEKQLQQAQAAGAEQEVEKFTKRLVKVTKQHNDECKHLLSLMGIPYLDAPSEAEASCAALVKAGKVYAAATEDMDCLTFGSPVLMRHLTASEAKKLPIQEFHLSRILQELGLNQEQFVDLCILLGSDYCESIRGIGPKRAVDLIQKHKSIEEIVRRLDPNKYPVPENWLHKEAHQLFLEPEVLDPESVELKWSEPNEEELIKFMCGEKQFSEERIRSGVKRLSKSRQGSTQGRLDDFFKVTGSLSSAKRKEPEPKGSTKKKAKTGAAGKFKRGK
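Steps: FEN1 (10 nM) dispensed; compound added by pin tool; 15 min at room temperature; substrate added to 50 nM final; reads at 0 min and 15 min; data normalized and fitted (four-parameter Hill).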
TDP1 block = blocks human tyrosyl-DNA phosphodiesterase 1. Q9NUW8. recombinant TDP1, AlphaScreen DNA substrate cleavage. Potency, µM (highest dose often 130 µM), for the others: top-dose activity change, negative = inhibition, most hits filed as inhibitors. hit rate 0.28% among 350,000. AID 485290; also: nearly all actives have a fitted effect of over 40% in size
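Here, a 5' biotin and 3' phosphotyrosine-FITC DNA oligonucleotide reports Tdp1 activity: intact substrate bridges AlphaScreen beads, while cleavage leaves a 3' phosphate and drops signal. All incubations at room temperature.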
An asterisk follows results filed as active; ? = inconclusive; / = not tested or not shown; & = joins results of further samples; [ ] = remark or other dose. Calls follow the shape of the dose curve; as a rule, active = well fitted curve in the direction sought with a large enough effect; inconclusive = small, poorly fitted or top-dose-only effect, or another doubt; inactive = no such curve, though single readings can be large; an effect the other way counts as inactive or inconclusive. Unless noted, % is scaled to controls: 0 for no effect and ±100 for the full control effect; potency is read from the fitted curve at half-maximal effect.

1. CSCCCN1CCCC(CO)(Cc2ccccc2F)C1 (stereo not given)
2. COc1ccc([N+](=O)[O-])cc1N(CC(O)CN1CCCCC1)S(=O)(=O)c1ccc(C)cc1 (stereo not given)
3. CC1CCCCN1C(=O)c1c(Cl)cnn1C (stereo not given)
4. CN(C)C(=O)Cn1cc(S(=O)(=O)Cc2ccccc2)c2ccccc21
5. COc1ccc(S(=O)(=O)N2CCN(CC(=O)Nc3cc(OC)cc(OC)c3)CC2)cc1
6. NC(=O)C1CCN(c2nc(-c3ccc(Br)cc3)cs2)CC1
7. Cn1c2ccc(Cl)cc2c2nc3ccccc3nc21
8. COc1ccc(CCNC(=O)Cc2c(C)c3cc4c(C(C)(C)C)coc4c(C)c3oc2=O)cc1OC
assay / entry	1	2	3	4	5	6	7	8
N370S GC mod	?	3%	4%	2%	25%	-2%	13%	/
FEN1 inhibitor	12%	-3%	2%	3%	-1%	-3%&10%&-9%	?	-9%
TDP1 block	/	3%	-3%	0%	2%	0%&0%	-3%	2%

9. COc1cccc(NC(=O)Cn2nnc(C(=O)Nc3ccccc3)c2N)c1
10. CC(C)(C)NC(=O)CSc1nccn1Cc1ccccc1
11. Cc1cc(N2CCN(c3nc(-c4ccccc4)cs3)CC2)c2ccccc2n1
12. CNCCOc1ccc(Cl)c(Cl)c1
13. Cn1c(=O)n(C)c2cc([N+](=O)[O-])c(N3CCN(C(=O)C(C)(C)C)CC3)cc21
14. CCOC(=O)c1cnn(-c2nc(OC)cc(OC)n2)c1C(F)(F)F
15. CCOCCCNC(=O)CN1C(=O)/C(=C/c2ccccc2C)Sc2ccccc21
16. Cn1c(=O)c2c(-c3ccc(Cl)cc3)n(Cc3ccc(Cl)cc3)cc2n(C)c1=O
assay / entry	9	10	11	12	13	14	15	16
N370S GC mod	3%	-18%	-26%	-18%	-4%	4%	?	/
FEN1 inhibitor	3%	8%	7%	16%	-6%	-8%	26%	-16%
TDP1 block	2%	4%	4%	-6%	-6%	-1%	5%	1%

17. O=C(COC(=O)c1c[nH]c(=O)[nH]c1=O)NCc1ccccc1
18. COc1cc2nc(SCC(=O)NCCc3ccccc3)n(Cc3ccco3)c(=O)c2cc1OC
19. Cc1ccccc1-c1cncnc1NC1CCNCC1
20. CCN(CC)CCNC(=O)c1ccc(NC(=O)c2cn(-c3ccc(F)cc3)nc2-c2cccc(OC)c2)cc1
21. CCCn1ncc(CN2CCC(n3nccc3NC(=O)c3ccccc3Cl)CC2)c1C
22. Cc1ccc(-c2nc(C(=O)N3CCN(c4ccccc4)CC3)c3n2CCCCC3)cc1
23. N#CC1=C(N)Oc2cc(N)ccc2C1c1cc(Br)cs1 (stereo not given)
24. CC(C)(C)c1nnc(NC(=O)COc2ccc3c(c2)OCO3)s1
assay / entry	17	18	19	20	21	22	23	24
N370S GC mod	1%	-7%	5%	-24%	-6%	/	-1%	-2%
FEN1 inhibitor	-3%	11%	/	-8%	-3%	-1%	1%	3%
TDP1 block	5%	8%	-8%[56.1 µM]	2%	1%	1%	/	-1%

25. Cc1ccc(C(=O)COC(=O)C2C3C=CC(C3)C2C(=O)OCC(=O)c2ccc(C)c(C)c2)cc1C (stereo not given)
26. COc1ccc(C(=O)Nc2cccc(-c3nc4cccnc4s3)c2C)c(OC)c1
27. Cc1cnc(NS(=O)(=O)c2ccccc2)c(Br)c1
28. Cc1ccc(S(=O)(=O)N2CCOCC2)cc1NC(=O)COC(=O)/C=C/c1ccc(F)cc1
29. O=C(CN1C(=O)C2C3C=CC(C3)C2C1=O)OCC(=O)c1ccc(Cl)cc1 (stereo not given)
30. COc1cc(/C=N/NC(=O)CCn2nc(C)cc2C)ccc1O
31. CC1=C(C(N)=O)C(c2cccs2)n2ncnc2N1 (stereo not given)
32. O=C(Nc1ccccc1C(=O)O)c1cccc(S(=O)(=O)N2CCCC2)c1
assay / entry	25	26	27	28	29	30	31	32
N370S GC mod	-20%	/	6%	/	2%	-16%	3%	/
FEN1 inhibitor	-8%	-2%	4%	8%	-2%	14%	12%	-8%
TDP1 block	4%	0%	4%	0%	0%	6%	-1%	0%[12.3 µM]

33. Cc1ccc(NC(=O)C2CCCN(c3nccc(C)n3)C2)c(C)c1 (stereo not given)
34. CC(C)Cn1c(SCC(N)=O)nnc1-c1cccc(S(=O)(=O)N2CCOCC2)c1
35. C#CC(C)OC(=O)c1nnc2c3ccccc3n(COC)c2n1 (stereo not given)
36. Cc1cc(C)cc(-n2ccnc2SCC(=O)Nc2nccs2)c1
37. COc1c(C)cc(C(=O)C2CCCN(Cc3cnc(N4CCOCC4)s3)C2)cc1C (stereo not given)
38. CCCCc1nc(SCC(=O)Nc2ccc(S(N)(=O)=O)cc2)n[nH]1
39. COC(=O)CN1C(=O)CSc2ccc(S(=O)(=O)Nc3c(C)cc(C)cc3C)cc21
40. COc1ccccc1C(=O)Nc1ccc(S(=O)(=O)Nc2ncccn2)cc1
assay / entry	33	34	35	36	37	38	39	40
N370S GC mod	4%	/	1%[12.8 µM]	26%	2%	0%	/	/
FEN1 inhibitor	-10%	7%	/	-1%	7%	5%&-2%	9%	-6%
TDP1 block	18%	2%	6%[21 µM]	10%	7%	0%&7%	0%	3%[12.3 µM]

Part of the list above in a different format.
entry | SMILES | N370S GC mod | FEN1 inhibitor | TDP1 block
24 | CC(C)(C)c1nnc(NC(=O)COc2ccc3c(c2)OCO3)s1 | -2% | 3% | -1%
25 | Cc1ccc(C(=O)COC(=O)C2C3C=CC(C3)C2C(=O)OCC(=O)c2ccc(C)c(C)c2)cc1C (stereo not given) | -20% | -8% | 4%
26 | COc1ccc(C(=O)Nc2cccc(-c3nc4cccnc4s3)c2C)c(OC)c1 | / | -2% | 0%
27 | Cc1cnc(NS(=O)(=O)c2ccccc2)c(Br)c1 | 6% | 4% | 4%
28 | Cc1ccc(S(=O)(=O)N2CCOCC2)cc1NC(=O)COC(=O)/C=C/c1ccc(F)cc1 | / | 8% | 0%
29 | O=C(CN1C(=O)C2C3C=CC(C3)C2C1=O)OCC(=O)c1ccc(Cl)cc1 (stereo not given) | 2% | -2% | 0%
30 | COc1cc(/C=N/NC(=O)CCn2nc(C)cc2C)ccc1O | -16% | 14% | 6%
31 | CC1=C(C(N)=O)C(c2cccs2)n2ncnc2N1 (stereo not given) | 3% | 12% | -1%
32 | O=C(Nc1ccccc1C(=O)O)c1cccc(S(=O)(=O)N2CCCC2)c1 | / | -8% | 0%[12.3 µM]
33 | Cc1ccc(NC(=O)C2CCCN(c3nccc(C)n3)C2)c(C)c1 (stereo not given) | 4% | -10% | 18%
34 | CC(C)Cn1c(SCC(N)=O)nnc1-c1cccc(S(=O)(=O)N2CCOCC2)c1 | / | 7% | 2%
35 | C#CC(C)OC(=O)c1nnc2c3ccccc3n(COC)c2n1 (stereo not given) | 1%[12.8 µM] | / | 6%[21 µM]
36 | Cc1cc(C)cc(-n2ccnc2SCC(=O)Nc2nccs2)c1 | 26% | -1% | 10%
37 | COc1c(C)cc(C(=O)C2CCCN(Cc3cnc(N4CCOCC4)s3)C2)cc1C (stereo not given) | 2% | 7% | 7%

Following part:
41. Cc1ccc(-n2c(SCC(=O)NCc3ccco3)nc3nc4c(cc3c2=O)COC(C)(C)C4)cc1
42. Fc1cccc(NCc2ccoc2)c1
43. Cc1ccc(NC(=O)O[C@@H]2C(=O)c3cc(Br)ccc3O[C@H]2c2ccc3c(c2)OCO3)cc1Br
44. CC(=O)c1sc(NC(=O)Cc2c(F)cccc2Cl)nc1C
45. COc1ccc(CCNC(=O)COc2ccc(C)nc2[N+](=O)[O-])cc1OC
46. Cc1cc(C)c(S(=O)(=O)OC[C@H]2C=CC[C@@H](CCC[C@H]3O[C@H](C(=O)OC(C)C)CC[C@@H]3C)O2)c(C)c1
47. COc1nc(C#N)nc(N2CCCC2)n1
48. O=C(COc1ccc2ccccc2c1)NNC(=O)c1ccc([N+](=O)[O-])cc1
49. Cc1ccc(CN2C(=O)C(=O)c3cc(Br)cc(C)c32)cc1
assay / entry	41	42	43	44	45	46	47	48	49
N370S GC mod	-2%	0%	11%	0%	-7%	8%	/	-8%	/
FEN1 inhibitor	1%	-19%	/	-9%	4%	/	-13%	6%	?
TDP1 block	0%	4%	12%	/	6%	2%	1%	-6%	10%

Assay outcomes (PubChem BioAssay)
